CR mimetic SO = reduction of superoxide in aged yeast, primary screen, HTS | AID 2690, 2010 | 330,000 tested, 0.18% active | superoxide response (% of plate mean), % at 10 µM | S. cerevisiae aged cells, superoxide DHE fluorescence; hits give low values;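 active = superoxide response under a set limit, about three screen SD below normal, cut at about 65% in these data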;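 note: yeast aged for seven days with compound at 30 °C before DHE staining; 100% = average MFI of all compound-treated wells on the plate with controls excluded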
JMJD2C inh = inhibitors of GASC-1 histone demethylase, primary screen, biochemical, fluorescence, DELFIA europium; 330,000 tested, 0.069% active; AID 2099, 2009; inhibition, % at 2.35 µM; GST-JMJD2C(1-420) H3K9me3 demethylation;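 active = more than half of a compound's replicate wells show inhibition beyond 50%, single wells judged on their own value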;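 note: signal counts dimethyl H3K9 product captured on neutravidin plate; 0% = median of DMSO wells and 100% = 0.3 times that DMSO median; strong numbers were not always called active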
Target sequence (Q9H3R0 1-420 limits assumed): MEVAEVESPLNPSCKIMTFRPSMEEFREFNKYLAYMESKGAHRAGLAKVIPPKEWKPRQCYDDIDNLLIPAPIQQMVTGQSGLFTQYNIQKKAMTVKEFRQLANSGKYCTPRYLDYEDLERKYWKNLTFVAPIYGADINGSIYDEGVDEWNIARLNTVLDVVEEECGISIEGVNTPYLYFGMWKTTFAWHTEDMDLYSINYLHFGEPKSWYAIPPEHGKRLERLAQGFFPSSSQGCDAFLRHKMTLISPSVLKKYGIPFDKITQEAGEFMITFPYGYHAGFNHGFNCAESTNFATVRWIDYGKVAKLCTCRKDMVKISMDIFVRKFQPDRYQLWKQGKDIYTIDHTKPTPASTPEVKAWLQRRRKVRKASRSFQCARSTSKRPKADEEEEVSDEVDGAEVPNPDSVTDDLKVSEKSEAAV
PP1 counter = PP1-alpha phosphatase inhibitors, primary screen, counter-screen for PP5 inhibitor project, biochemical, fluorescence, OMFP substrate, single point; 320,000 tested, 0.9% active; Serine/threonine-protein phosphatase PP1-alpha catalytic subunit (Homo sapiens), P62136; inhibition, % at 6.7 µM; purified PP1alpha;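 active = inhibition above the mean inhibition of all tested compounds plus 3 SD, computed separately for each screening campaign, cut at about 15% in these data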
PP5 inh = PP5 phosphatase inhibitors, primary screen, biochemical, fluorescence; Serine/threonine-protein phosphatase 5 (Homo sapiens), P53041; purified PP5c, OMFP substrate fluorescence; inhibition, % at 6.7 µM; 320,000 tested, 0.18% active; AID 1987, 2009;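 active = inhibition above the campaign's mean inhibition across all tested compounds plus 3 SD, cut at about 9.5% in these data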;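 note: 0% = DMSO only and 100% = 100 µM cantharidin control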
ZTA DNA inh = ZTA (EBV) inhibition in EBNA-1 counter-screen. P03206. ZTA-DNA binding, fluorescence polarization. inhibition, % at 11 µM. 320,000 tested, 0.15% active. AID 2234; in the data active = inhibition above about 33%
Numbers without * were called inactive; · = no result given.

Every second line gives: CR mimetic SO	JMJD2C inh	PP1 counter	PP5 inh	ZTA DNA inh
[1] CC1CCCCC1NC(=O)c1ccc(-n2cncn2)cc1 (stereo not given)
 : 103.2	5.2	·	·	·
[2] N#Cc1cccc(NC(=O)CCN2C(=O)C3CCCCC3C2=O)c1 (stereo not given)
 : 115.2	-8.1	·	·	·
[3] Cc1cc(C)c[n+](CC(=O)c2ccccc2)c1
 : 77.4	-2.9	·	·	·
[4] Cc1cc(N2CCCCCC2)n2nc(C)c(-c3ccccc3)c2n1
 : 93.2	1.3	·	·	·
[5] CC(C)(C)c1ccc(OCCC(=O)NCCc2ccc(S(N)(=O)=O)cc2)cc1
 : 104.2	5.6	·	·	·
[6] C[N+](C)(C)CC(=O)N1CCN(c2ccc3ccccc3n2)CC1
 : 95.2	-0.8	·	·	·
[7] CCCCCOC(=O)C1=C(C)NC(=O)NC1c1ccccc1 (stereo not given)
 : 99.0	4.7	·	·	·
[8] COc1cc(C2C(C#N)=C(N)N(N(C)C)C3=C2C(=O)CCC3)ccc1O (stereo not given)
 : 109.5	-8.6	·	·	·
[9] Cc1nnc(SCC(=O)NC2CCCC(C)C2C)n1N (stereo not given)
 : 102.1	10.3	·	·	·
[10] CCOC(=O)C1CCN(C(=O)CN2C(=O)NC(C)(c3ccc4cc(OC)ccc4c3)C2=O)CC1 (stereo not given)
 : 78.4	1.4	·	·	·
[11] C#CCOCCOCCOCCNc1nc(N2CCN(C(=O)[C@H](CCC(=O)O)n3cc(CN)nn3)CC2)nc(N2CCN(C(=O)[C@H](CCCN=C(N)N)n3cc(C(N)[C@@H](C)CC)nn3)CC2)n1 (stereo not given in full)
 : 93.6	37.6	·	·	·
[12] C=CCC[C@H](Cc1ccc(F)cc1)C(=O)OC[C@H](Cc1c[nH]c2ccccc12)NC(=O)[C@@H](CC=C)CC(=O)NCCO
 : 100.5	-0.7	·	·	·
[13] CC1CCCCC1NC(=O)Cn1cnc2c1c(=O)n(C)c(=O)n2C (stereo not given)
 : 82.3	6.6	·	·	·
[14] C[C@@H](C(=O)N1CCN(c2ccccc2)CC1)N1C(=O)C2CC=CCC2C1=O (stereo not given in full)
 : 106.5	-2.7	·	·	·
[15] COc1ccccc1NS(=O)(=O)c1ccc(NC(=O)c2[nH]nc(OC)c2[N+](=O)[O-])cc1
 : 131.6	4.2	·	·	·
[16] Cc1cccc(NC(=O)CN(C)C(=O)c2ccc(N3CCCCCC3)c([N+](=O)[O-])c2)c1C
 : 98.7	-3.4	·	·	·
[17] CC(C)(C)[C@@H]1COC(=O)[C@@H](Cc2ccc(F)cc2)CC/C=C\C[C@@H](CC(=O)N(CCO)Cc2ccccc2)C(=O)N1
 : 104.6	1.1	·	·	·
[18] O=C(Nc1ccnn1C1CCN(C(=O)c2cccc(C(F)(F)F)c2)CC1)C1CC1
 : 92.1	5.9	·	·	·
[19] C#CCOCCOCCOCCNc1nc(N2CCN(C(=O)[C@H](CCCN=C(N)N)n3cc(C(N)[C@@H](C)CC)nn3)CC2)nc(N2CCN(C(=O)[C@H](CCC(=O)O)n3cc([C@@H](N)CO)nn3)CC2)n1 (stereo not given in full)
 : 110.1	-22.9	·	·	·
[20] CC(=O)Nc1ccc(NC(=O)C(C)OC(=O)[C@@H]2CCCN2C(=O)c2cccs2)cc1 (stereo not given in full)
 : 101.2	-2.0	·	·	·
[21] O=C(CN1C(=O)NC(c2ccccc2)(c2ccccc2)C1=O)NCc1cccs1
 : ·	·	0.3	2.6	-18.2

Of the compounds above, these contain a carbonyl joined to an NH by a bond outside any ring.
Every second line gives: CR mimetic SO	JMJD2C inh	PP1 counter	PP5 inh	ZTA DNA inh
[1] CC1CCCCC1NC(=O)c1ccc(-n2cncn2)cc1 (stereo not given)
 : 103.2	5.2	·	·	·
[2] N#Cc1cccc(NC(=O)CCN2C(=O)C3CCCCC3C2=O)c1 (stereo not given)
 : 115.2	-8.1	·	·	·
[5] CC(C)(C)c1ccc(OCCC(=O)NCCc2ccc(S(N)(=O)=O)cc2)cc1
 : 104.2	5.6	·	·	·
[9] Cc1nnc(SCC(=O)NC2CCCC(C)C2C)n1N (stereo not given)
 : 102.1	10.3	·	·	·
[12] C=CCC[C@H](Cc1ccc(F)cc1)C(=O)OC[C@H](Cc1c[nH]c2ccccc12)NC(=O)[C@@H](CC=C)CC(=O)NCCO
 : 100.5	-0.7	·	·	·
[13] CC1CCCCC1NC(=O)Cn1cnc2c1c(=O)n(C)c(=O)n2C (stereo not given)
 : 82.3	6.6	·	·	·
[15] COc1ccccc1NS(=O)(=O)c1ccc(NC(=O)c2[nH]nc(OC)c2[N+](=O)[O-])cc1
 : 131.6	4.2	·	·	·
[16] Cc1cccc(NC(=O)CN(C)C(=O)c2ccc(N3CCCCCC3)c([N+](=O)[O-])c2)c1C
 : 98.7	-3.4	·	·	·
[18] O=C(Nc1ccnn1C1CCN(C(=O)c2cccc(C(F)(F)F)c2)CC1)C1CC1
 : 92.1	5.9	·	·	·
[20] CC(=O)Nc1ccc(NC(=O)C(C)OC(=O)[C@@H]2CCCN2C(=O)c2cccs2)cc1 (stereo not given in full)
 : 101.2	-2.0	·	·	·
[21] O=C(CN1C(=O)NC(c2ccccc2)(c2ccccc2)C1=O)NCc1cccs1
 : ·	·	0.3	2.6	-18.2

Screening results as filed in PubChem BioAssay.

Not all compounds are listed (hit frequency here may not be typical).
